Mdm2-MdmX inh: human Mdm2/MdmX binding inhibition | inhibition, % at 8 µM | AID 485346 | actives 3% (n = 330,000) | SaOS-2 split-luciferase Mdm2/MdmX complementation, luminescence | O15151+Q00987;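 active = inhibition of at least 50% at 8 µM in the primary screen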
Target sequence (O15151 whole entry, looked up): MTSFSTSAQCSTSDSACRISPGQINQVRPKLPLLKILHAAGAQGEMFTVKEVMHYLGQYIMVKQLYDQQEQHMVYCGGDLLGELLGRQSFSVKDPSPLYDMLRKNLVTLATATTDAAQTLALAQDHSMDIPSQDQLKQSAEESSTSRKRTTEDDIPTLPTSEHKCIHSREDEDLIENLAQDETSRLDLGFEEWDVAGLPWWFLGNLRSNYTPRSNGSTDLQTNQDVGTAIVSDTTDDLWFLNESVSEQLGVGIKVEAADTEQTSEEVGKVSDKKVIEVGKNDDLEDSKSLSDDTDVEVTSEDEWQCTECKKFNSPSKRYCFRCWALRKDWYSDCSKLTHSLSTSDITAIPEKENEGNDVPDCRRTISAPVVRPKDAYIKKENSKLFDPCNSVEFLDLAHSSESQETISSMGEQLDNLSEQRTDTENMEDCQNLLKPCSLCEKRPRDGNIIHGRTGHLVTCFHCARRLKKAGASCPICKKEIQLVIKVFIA
Target sequence (Q00987 whole entry, looked up): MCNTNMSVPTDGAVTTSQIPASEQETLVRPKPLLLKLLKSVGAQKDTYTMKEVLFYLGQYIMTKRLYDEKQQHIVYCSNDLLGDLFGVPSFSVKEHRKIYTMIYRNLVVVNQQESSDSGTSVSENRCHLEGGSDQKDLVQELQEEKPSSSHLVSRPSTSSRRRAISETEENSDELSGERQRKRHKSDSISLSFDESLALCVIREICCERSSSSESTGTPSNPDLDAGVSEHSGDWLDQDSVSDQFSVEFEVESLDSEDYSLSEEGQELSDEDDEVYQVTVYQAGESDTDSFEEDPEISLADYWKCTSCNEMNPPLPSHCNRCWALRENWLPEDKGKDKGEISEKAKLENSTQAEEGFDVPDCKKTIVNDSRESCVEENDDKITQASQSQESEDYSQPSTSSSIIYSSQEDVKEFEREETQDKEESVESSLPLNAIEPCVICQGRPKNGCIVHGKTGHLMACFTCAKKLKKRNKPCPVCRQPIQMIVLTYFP
UPR XBP1 act: activators of adaptive arm of unfolded protein response (XBP1); CHO-XBP1 luciferase reporter, IRE1-XBP1 UPR activation, luminescence; percent of tunicamycin response, DMSO as zero; activation, % at 20 µM; actives 0.33% (n = 330,000);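 active = versus positive control, 20 µM dose yields 30% or more activation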;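 also: 100% = tunicamycin at 10 µg/mL and 0% = DMSO only wells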
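Material: CHO cell line with stable XBP1 luciferase reporter; buffer or medium: F12 medium containing 10% fetal bovine serum; compound: single point, 20 µM final compound, 1% DMSO; incubation: 6 h treatment, 37 °C; measured by: glow luminescence from Steady-Glo reagent; evaluation: activation, % of tunicamycin; control set: tunicamycin high, DMSO low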
CHOP UPR activ: apoptotic UPR (CHOP) activation | activation, % at 10 µM | CHO-CHOP luciferase reporter, luminescence; percent of tunicamycin response over DMSO baseline | actives 0.34% (n = 330,000);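 active = at 10 µM dose, activation of 40% or more, normalized to positive control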;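 also: 100% = tunicamycin at 10 µg/mL and 0% = DMSO alone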
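Material: CHO-CHOP cells, stable luciferase reporter of PERK-eIF2a-CHOP signalling; quantity: 500 reporter cells seeded per well; buffer or medium: F12 medium containing 10% fetal bovine serum; compound: one dose, 10 µM in 0.5% DMSO; incubation: 6 h compound treatment, 37 °C; measured by: Steady-Glo luciferase luminescence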
tim23-1 inh: inhibits growth of tim23-1 mutant yeast | actives 1.3% (n = 330,000) | inhibition, % at 20 µM | S. cerevisiae tim23-1 growth, BacTiter-Glo luminescence, 24 h;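 active = growth inhibition of the mutant yeast at or above 50%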;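 also: temperature-sensitive mutant grown at 25 °C; plate controls were DMSO-treated mutant yeast for no effect and medium wells lacking yeast for full effect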
TIM10 inh: growth inhibitors of TIM10 yeast strain; inhibition, % at 10 µM; actives 1.4% (n = 330,000); S. cerevisiae TIM10 strain growth, BacTiter-Glo luminescence, 24 h; AID 463195;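 active = inhibition of 40% or more at the single tested concentration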;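 also: wild-type TIM10 isogenic control strain grown at permissive 25 °C; 0% = DMSO yeast wells and 100% = minimal medium wells without yeast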
APJ antag: antagonists of human APJ apelin receptor; CHO-K1 APJ beta-arrestin complementation, luminescence; actives 0.32% (n = 330,000); P35414; inhibition, % at 20 µM;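 active = inhibition above about 40% at 20 µM, limit read from the data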;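 also: cells challenged with 10 nM apelin-13 agonist together with compound; plate controls were apelin-13 plus DMSO wells for no effect and DMSO wells lacking apelin-13 for full effect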
CXCR6 inh: CXCR6 (human) receptor inhibition | actives 0.36% (n = 360,000) | inhibition, % at 20 µM | O00574 | CHO-K1 PathHunter CXCR6 beta-arrestin, luminescence; in the data active = inhibition above about 34%, passing the limit was not always enough;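 also: antagonist mode with CXCL16 agonist at 10 nM final; 0% = 10 nM CXCL16 with DMSO and 100% = unstimulated wells without agonist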
APJ agonist: APJ receptor agonism; actives 0.11% (n = 330,000); CHO-K1 APJ PathHunter beta-arrestin, luminescence; 0% DMSO wells, 100% apelin; P35414; activation, % at 20 µM;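 active = activation more than six SD over the plate average, tested at 20 µM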;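 also: 0% = DMSO alone and 100% = apelin-13 at 10 nM; some results filed as inactive read as strong as hits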
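Test system: CHO-K1 APJ beta-arrestin complementation cell line | Compound: Single test compound dose, 20 µM final, 1% DMSO | Incubation: Compound 90 min 25 °C, reagent 1 h | Measured by: beta-gal luminescence | Read-out basis: APJ–arrestin association signal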
tim10-1 inh: growth inhibitors of tim10-1 mutant yeast | S. cerevisiae tim10-1 ts strain growth, BacTiter-Glo, 24 h | inhibition, % at 20 µM | actives 2.2% (n = 330,000);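 active = inhibition of at least 40%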;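 also: mutant grown at 25 °C; 0% = DMSO wells with yeast and 100% = wells holding no yeast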
Numbers without * were called inactive; / = no result given. Only part of the results is shown, so the mix of outcomes need not match the whole.

nr	structure	Mdm2-MdmX inh	APJ agonist	CXCR6 inh	CHOP UPR activ	APJ antag	UPR XBP1 act	TIM10 inh	tim23-1 inh	tim10-1 inh
1	Cc1ccc(NC(=O)CCn2c(=O)[nH]c3ccsc3c2=O)cc1C	19	-1	9	-0.5	23	-2	9	23	14
2	CC(C)(C)S(=O)(=O)c1cnc(-c2ccc(Cl)cc2)nc1N	3	0	-6	6.7	14	2	-1	0	4
3	COc1ccc(OC)c(-n2c(Cn3c(-c4ccccn4)nc4ccccc43)n[nH]c2=S)c1	-2	-1	10	-1.1	8	3	-4	11	8
4	Cc1[nH]c2ccccc2c1CC(=O)O	-10	1	-1	-0.6	-8	-2	2	9	11
5	CC(=O)Nc1ccccc1OCC(=O)NC1CCCCC1C (stereo not drawn)	9	-4	-3	0.0	-11	0	5	-6	-7
6	O=C(/C=C/c1cccnc1)c1ccc(O)cc1	35	-2	0	1.7	-5	0	0	13	19
7	COC(=O)c1ccc(C(=O)OC)c(NS(C)(=O)=O)c1	-25	-1	9	-0.9	-1	0	14	18	4
8	COc1ccc(NC(=O)/C=N/O)cc1	5	-4	-2	0.7	13	-3	5	-4	-9
9	CCCCn1c(=O)c2ccccc2c2ccccc2c1=O	-1	-3	-8	-2.5	-17	1	-7	29	19
10	CCC(=O)Nc1cccc(C2=NOC3(C2)C[C@@H](C(N)=O)N(C(=O)C(c2ccccc2)c2ccccc2)C3)c1 (stereo partly drawn)	15	-2	4	-0.8	-10	-1	2	-6	-8

Gathered by group, the compounds so far containing four or more nitrogen atoms (two)
nr	structure	Mdm2-MdmX inh	APJ agonist	CXCR6 inh	CHOP UPR activ	APJ antag	UPR XBP1 act	TIM10 inh	tim23-1 inh	tim10-1 inh
3	COc1ccc(OC)c(-n2c(Cn3c(-c4ccccn4)nc4ccccc43)n[nH]c2=S)c1	-2	-1	10	-1.1	8	3	-4	11	8
10	CCC(=O)Nc1cccc(C2=NOC3(C2)C[C@@H](C(N)=O)N(C(=O)C(c2ccccc2)c2ccccc2)C3)c1 (stereo partly drawn)	15	-2	4	-0.8	-10	-1	2	-6	-8

The results go on.
nr	structure	Mdm2-MdmX inh	APJ agonist	CXCR6 inh	CHOP UPR activ	APJ antag	UPR XBP1 act	TIM10 inh	tim23-1 inh	tim10-1 inh
11	CC(OC(=O)CSc1ccc([N+](=O)[O-])cc1)C(=O)NCc1ccccc1 (stereo not drawn)	8	14	-4	-0.1	-4	0	5	26	32
12	O=C(CSc1nnc(NC(=O)Cc2ccccc2)s1)NCc1ccco1	18	0	2	0.4	14	2	-4	-5	11
13	Nc1c(S(=O)(=O)c2cccs2)c2nc3ccccc3nc2n1CC1CCCO1 (stereo not drawn)	16	-1	3	-1.5	16	3	19	32	21
14	Cc1ccc(-n2cc(-c3ccccc3)[nH]c2=O)cc1F	-69	-1	3	6.1	16	2	1	11	8
15	Cn1c(N)c(C(=O)COC(=O)Cc2cccs2)c(=O)n(C)c1=O	-2	-3	0	1.0	3	0	-5	-3	-12
16	Cc1ccc(C)c(-n2nnnc2SCC(=O)Nc2cccc(-c3nnc4n3CCCCC4)c2)c1	16	-1	-1	-0.2	15	1	-13	0	20
17	Cc1onc(-c2ccccc2)c1C(=O)Nc1sc2c(c1C#N)CCC2	55*	-2	5	-0.4	-3	1	28	33	41*
18	COc1ccccc1-c1ccc(/C=C2/C=C(C)OC2=O)o1	17	0	9	6.5	21	3	27	23	31
19	COc1cccc(Cn2c(-c3cccs3)noc2=O)c1	-34	0	-1	-1.0	-5	3	21	35	27
20	S=C(c1c[nH]c2ccc(Br)cc12)N1CCOCC1	24	-3	-9	1.9	12	-2	22	19	28
21	Cn1c(/N=C/c2c[nH]c3ccccc23)nc2ccccc21	-2	2	-12	2.3	-10	0	10	10	8
22	O=C(c1ccc(=O)oc1)N1CCC(C(O)(c2ccccc2)c2ccccc2)CC1	20	-1	1	-1.0	16	-3	15	11	8
23	COc1ccccc1NC(=O)N(c1c(N)n(Cc2ccccc2)c(=O)[nH]c1=O)C1CCCC1	19	-4	-3	-0.9	12	4	12	11	16
24	O=C(COC(=O)c1cccc(F)c1)NCCC1=CCCCC1	-7	-1	1	0.5	5	-1	-11	29	7
25	Cc1cccc(N/C(N)=N/c2nc3c(c(=O)[nH]2)CCCC3)c1	-1	-2	-7	0.3	7	6	-7	-11	-12
26	O=C(/C=C/c1ccc(F)cc1)NC(Cc1c[nH]c2ccccc12)C(=O)O (stereo not drawn)	4	-3	0	1.0	6	-1	-6	13	8
27	COc1ccccc1N1CCN(Cc2ccc(-c3ccccc3[N+](=O)[O-])o2)CC1	-7	2	4	1.8	-6	-2	11	21	10
28	CC(C)Oc1ccc(C(=O)NC(Cc2c[nH]c3ccccc23)C(=O)NN)cc1 (stereo not drawn)	4	0	-14	4.6	7	2	11	13	5
29	COC(=O)c1c(NC(=O)/C=C/C(=O)O)sc(C)c1-c1ccc(C)cc1	-18	-2	3	-2.1	5	-3	-8	23	15
30	COC(=O)c1ccc(-c2ccc(/C=N/N3C(=O)C4C5C=CC(CC5)C4C3=O)o2)cc1 (stereo not drawn)	-10	-2	-6	2.7	10	2	39	18	26
31	COc1ccccc1N(CC(=O)N/N=C/c1ccc(OCC(=O)NCc2ccco2)cc1)S(=O)(=O)c1ccc(C)cc1	36	-1	6	-1.0	2	-5	2	6	9
32	CCN(CC)S(=O)(=O)c1ccc(Cl)c(NC(=O)COc2ccccc2[N+](=O)[O-])c1	27	2	2	0.7	-25	-1	-13	0	23
33	Cc1cc(C)n2nc(C(=O)OCC(=O)Nc3ccc4c(c3)OCO4)nc2n1	-13	5	-3	1.2	12	-1	8	5	11
34	CC1CCN(S(=O)(=O)c2ccc3nc(N4CCN(c5ccccc5)CC4)ccc3c2)CC1	30	53*	/	24	-2	27	0	14	-5
35	CCn1c(=O)c2sccc2n2c(CCCC(=O)N3CCN(c4ccccn4)CC3)nnc12	22	-4	3	-1.0	8	-3	3	-5	4
36	Fc1ccccc1/C=C1\CCCC2=C1Nc1ncnn1C2c1ccccc1F (stereo not drawn)	99*	0	/	91*	15	-4	48*	34	40*
37	NC1=C(c2ccc([N+](=O)[O-])cc2)C(=O)CO1	7	-2	1	-1.5	-6	2	5	3	6
38	CCCN(CCC)C1=CC(=[N+]2CCCC2)CC(C)(C)C1	52*	1	-1	0.1	9	-1	2	-3	12
39	O=C(Nc1nc(-c2cccs2)cs1)c1ccc(S(=O)(=O)N2CCCCC2)cc1	38	-6	4	1.4	15	0	11	23	14
40	CNc1nnc(-c2ccc(C)cc2)c2ccccc12	8	-3	8	1.3	7	3	-2	15	3
41	CCN(CC(=O)NC(C)(C)C)C(=O)C(c1ccccc1)c1ccccc1	13	-1	4	-1.1	-8	-1	-3	17	29
42	Cc1ccc(/C=C2\S/C(=N/S(=O)(=O)c3cccs3)NC2=O)cc1	20	-5	-4	-0.2	2	-1	11	4	2
43	O=C(COC(=O)c1c(F)cccc1Cl)NC(=O)Nc1ccc2c(c1)OCCO2	-14	-5	0	-0.7	0	-3	2	13	3
44	COC(=O)c1ccc(SCC(=O)NC2CCCC2)c([N+](=O)[O-])c1	-9	5	5	-0.4	5	-1	10	12	2
45	CC1(C)CC(=O)C(CS(=O)(=O)c2ccccc2)=C(Cl)C1	11	9	0	0.5	5	-4	16	26	26
46	O=C(COc1coc(CN2CCN(c3ccccc3)CC2)cc1=O)Nc1ccccc1F	7	10	-1	1.0	7	2	-1	29	7
47	Fc1cccc(/C=N/NC(=S)Nc2ccccc2Cl)c1	-18	-4	-2	2.2	6	-1	-16	6	31
48	Cc1ccc(NC(=O)C(=Cc2ccc(C(=O)O)cc2)C(=O)Nc2ccc(C)cc2C)c(C)c1	100*	-6	6	40	-6	-2	17	12	1
49	COC(=O)c1ccc(NC(=O)Nc2cccc(F)c2)cc1	-32	0	-5	1.7	4	-2	-17	-13	-5
50	CCOC(=O)C1CCCN(C(=O)C(=O)Nc2ccc3nc4n(c(=O)c3c2)CCCCC4)C1 (stereo not drawn)	-10	-1	2	-0.3	-6	1	-1	22	32
51	CCC(C)c1ccccc1NC(=O)C(C)OC(=O)c1ccco1 (stereo not drawn)	-6	5	4	1.4	6	-2	10	19	18
52	Cc1ccc(C(=O)Nc2ccc3c(c2)OCO3)cc1S(=O)(=O)N1CCCC1	-6	0	1	-0.1	4	-1	28	19	21
53	CCC(c1nc2ccccc2c(=O)n1CCCn1ccnc1)N1C(=O)c2ccccc2C1=O (stereo not drawn)	16	3	-2	-2.8	-20	1	12	9	-10
54	CC1(C)CC(=O)c2cnc(NC(=O)Cc3ccc(Cl)cc3)nc2C1	-6	2	-2	1.0	-22	1	-14	-2	-5
55	Nc1c(C(=O)c2ccc(Br)s2)oc2ccccc12	-18	-6	14	5.0	11	2	43*	31	47*
56	Cc1ccc(OCC(=O)N(Cc2cccs2)C2CCS(=O)(=O)C2)cc1C (stereo not drawn)	-3	2	-11	0.5	12	1	6	7	-5
57	CC(=O)c1ccc(NC(=S)NC(C)CCc2ccccc2)cc1 (stereo not drawn)	-3	0	2	1.8	28	-2	33	42	12
58	COc1ccc2oc(C(F)(F)C(F)(F)F)cc(=O)c2c1	11	-2	-13	-1.7	-1	-1	5	-2	12
59	Cc1ccc(NC(=O)CN(C)C(=O)Cc2c(Cl)cccc2Cl)cc1	-4	-1	1	2.7	-10	1	14	9	-6
60	O=C(O)C1C2CCC(O2)C1C(=O)Nc1ccc(F)cc1 (stereo not drawn)	-23	1	7	-2.8	2	-2	5	16	18

The results go on.
nr	structure	Mdm2-MdmX inh	APJ agonist	CXCR6 inh	CHOP UPR activ	APJ antag	UPR XBP1 act	TIM10 inh	tim23-1 inh	tim10-1 inh
61	CCCn1nc(C(=O)NNC(=O)CCCOc2ccc(OC)cc2)c2ccccc2c1=O	1	6	1	-1.2	3	-1	0	-13	-1
62	Cc1ccc2c(c1)N(CCCC(=O)NCC1COc3ccccc3O1)C(=O)CO2 (stereo not drawn)	8	-4	-7	-0.5	-18	-2	8	21	20
63	COc1ccc(CCNC(=O)C(=O)c2c(C)[nH]c3ccccc23)cc1	11	-1	-2	0.6	12	3	13	11	16
64	COc1ccc(-c2cc(-c3ccc(OC)c(OC)c3)n[nH]2)c(O)c1	-47	0	2	2.3	-3	7	47*	44	37
65	c1ccc(CN(Cc2ccccc2)c2nn[nH]n2)cc1	-15	-1	11	-0.7	4	-1	1	13	1
66	O=C(NCC1CCCO1)C1CCCN1C(=O)Nc1ccc(Cl)cc1 (stereo not drawn)	-1	-1	-1	-0.5	-31	-3	3	25	9
67	Cc1cc(Cl)ccc1OCC(=O)N/N=C1\CCCc2ccccc21	-17	1	-2	-0.9	-29	3	28	22	3
68	CCOC(=O)CC1(c2ccc(OC)c(OC)c2)C(=O)c2ccccc2C1=O	20	2	-8	-0.4	15	-2	16	16	13
69	Cc1cc(Br)ccc1OCCCCNCCO	14	-2	2	0.5	9	4	14	1	15
70	O=C(COC(=O)Cc1ccc(F)cc1)Nc1ccc(Cl)cn1	-22	0	-5	-0.8	1	4	1	10	-4
71	COc1ccc(-n2cc(-c3ccc(C)cc3)[n+]3c2SCC3)cc1	29	-1	7	2.2	4	-2	6	0	10

Compound activity (PubChem)
